GLP-1R agonist: agonists of human GLP-1 receptor; P43220; HEK293 GLP-1R CRE-luciferase, luminescence, 4-6 h; cells express a hypersensitive GLP-1R form; Potency, µM (doses to about 45.6 µM), for inactives: at the highest dose activation, most hits filed as activators; 380,000 compounds, 0.007% hits; note: potency is the fitted concentration of half-maximal effect; % of control where 0% means no effect
Target sequence (P43220 whole entry, looked up): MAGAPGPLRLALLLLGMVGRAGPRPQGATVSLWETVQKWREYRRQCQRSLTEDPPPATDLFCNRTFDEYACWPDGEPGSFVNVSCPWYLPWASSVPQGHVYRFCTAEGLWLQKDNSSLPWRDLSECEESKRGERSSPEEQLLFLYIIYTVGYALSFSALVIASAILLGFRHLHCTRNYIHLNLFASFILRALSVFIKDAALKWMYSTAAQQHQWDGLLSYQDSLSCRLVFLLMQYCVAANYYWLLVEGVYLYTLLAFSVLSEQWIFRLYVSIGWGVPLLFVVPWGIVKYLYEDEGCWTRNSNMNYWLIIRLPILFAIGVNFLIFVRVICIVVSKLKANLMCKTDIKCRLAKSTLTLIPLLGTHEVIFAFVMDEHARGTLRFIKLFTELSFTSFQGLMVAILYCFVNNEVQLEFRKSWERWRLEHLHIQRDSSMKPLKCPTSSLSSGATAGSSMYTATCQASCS
D3 ag: agonists of human D3 dopamine receptor. P35462. D3R DiscoveRx beta-arrestin cells, luminescence, 90 min. max activation, %. 410,000 compounds, 0.58% hits. AID 652048; in the data active = max activation above about 30%; note: 0% is about no effect; mostly tested at two doses, the higher about 12 µM
Target sequence (P35462 whole entry, looked up): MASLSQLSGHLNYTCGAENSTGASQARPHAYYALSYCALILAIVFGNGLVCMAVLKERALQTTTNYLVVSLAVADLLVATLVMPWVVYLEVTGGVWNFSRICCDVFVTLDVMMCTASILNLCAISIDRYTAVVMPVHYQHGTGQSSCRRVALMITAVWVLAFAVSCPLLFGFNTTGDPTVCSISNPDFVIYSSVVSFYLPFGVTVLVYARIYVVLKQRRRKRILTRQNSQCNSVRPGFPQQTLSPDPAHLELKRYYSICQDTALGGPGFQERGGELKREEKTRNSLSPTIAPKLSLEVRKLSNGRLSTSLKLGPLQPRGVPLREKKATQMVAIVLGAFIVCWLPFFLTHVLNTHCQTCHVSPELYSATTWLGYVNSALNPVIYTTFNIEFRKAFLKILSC
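Agonist mode: compounds and dopamine controls were applied to plated cells for 90 min at 37 degrees C after an overnight attachment at 1500 cells/well. Luminescent read-out followed 30 - 60 minutes at room temperature with DiscoveRx detection reagent.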
SW480 rerep: induces DNA re-replication in SW480 colon adenocarcinoma cells. SW480 DNA re-replication, Hoechst DNA content imaging, 48 h. Potency, µM (top dose mostly 46.1 µM), inactives show at the highest dose re-replication activation, usual class: activators. 340,000 compounds, 1.8% hits; note: potency is the fitted concentration of half-maximal effect; % of control where 0% means no effect; nearly all actives have a fitted effect of over 55% in size
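Cells (250 per well) received 23 nL compound or DMSO by pin tool and were kept 48 hr at 37 C, 5% CO2. Nuclei were then stained with Hoechst for 40 min and scanned for DNA content.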
KB-V1 MDR tox: KB-V1 MDR subline cytotoxicity; Potency, µM (top dose mostly 46.1 µM), for the others: at the highest dose activity change, negative = cytotoxicity, actives largely listed as cytotoxic; 400,000 compounds, 3.4% hits; AID 1347076; KB-V1 MDR cells viability, CellTiter-Glo, 72 h; note: potency is the fitted concentration of half-maximal effect; % is set by controls: 0 for no effect and ±100 for the full control effect; nearly all actives have a fitted effect of over 60% in size
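Luminescent ATP read-out (CellTiter-Glo, 10 min) measures survival of drug-selected KB-V1 MDR cells after 72 h, 37 degrees C compound exposure. Medium: phenol-red-free DMEM, 10% FBS. Values from fitted concentration-response curves.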
HT1080NT lethal: kills 2HG-producing HT-1080-NT fibrosarcoma cells; HT-1080-NT fibrosarcoma viability, CellTiter-Glo ATP luminescence, 48 h; Potency, µM (series often up to 46.1 µM), for inactives: top-dose activity, negative = less viability, hits mostly cytotoxic; 360,000 compounds, 1.6% hits; AID 686970;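 note: NT is the 2HG producing partner of a matched IDH1 knockdown line; potency is the fitted concentration of half-maximal effect; 0% = DMSO-treated cells and -100% = media-only wells without cells; nearly all actives have a fitted effect of over 55% in size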
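Toxicity toward the 2HG-producing NT line was scored as %Activity, normalised to DMSO and no-cell wells, from CellTiter-Glo luminescence after 48 hours' treatment.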
DRD3 antagonist: D3 dopamine receptor (human) antagonism; D3R cells, DiscoveRx beta-arrestin luminescence, antagonist mode; hits give low values; max response, negative = inhibition, %; 360,000 compounds, 2.5% hits; in the data active = max response below about -50%; inconclusive = no clear call, values can overlap the other calls; note: % is set by controls: 0 for no effect and ±100 for the full control effect; mostly tested at two doses, the higher about 12 µM
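Cells expressing the human receptor were seeded at 1500 cells/well, incubated overnight at 37 degrees C in 5% CO2, then exposed to library compounds with dopamine controls for 90 minutes at 37 degrees C before luminescent detection.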
KB-3-1 cytotox: KB-3-1 parental cell cytotoxicity | 400,000 compounds, 1.4% hits | KB-3-1 viability, CellTiter-Glo ATP luminescence, 72 h | Potency, µM (doses to about 46.1 µM), inactives show top-dose activity change, negative = cytotoxic, hits mostly cytotoxic; note: potency is the fitted concentration of half-maximal effect; % is set by controls: 0 for no effect and ±100 for the full control effect; nearly all actives have a fitted effect of over 60% in size
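72 h, 37 °C compound treatment of KB-3-1 parental cells; CellTiter-Glo added, 10 min, luminescence read. Data corrected against DMSO-only plates and normalized before curve fitting.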
IL-1B inflam inh: inflammasome signaling inhibition, IL-1 beta readout; THP-1 LPS/ATP IL-1B secretion, AlphaLISA, 16 h; hits give low values; activity change, % at 57.5 µM; 360,000 compounds, 4.7% hits; AID 743279; in the data active = activity change below about -50%; inconclusive = mostly about -30% to -49%; note: % is set by controls: 0 for no effect and ±100 for the full control effect
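THP-1 cells pretreated 1 hr with compounds (up to 57.5 uM final), then stimulated with LPS (250 ng/mL final) plus ATP (1.25 mM final); secreted IL-1B measured by AlphaLISA after 16 hr, decreased signal indicating inhibition.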
HT1080 IDH1KD tx: HT-1080 IDH1 knockdown cell toxicity (counter line) | AID 686971 | 360,000 compounds, 2% hits | HT-1080 IDH1 knockdown viability, ATP luminescence, 48 h | Potency, µM (top dose mostly 46.1 µM), inactives show at the highest dose activity, negative = toxicity, actives largely listed as cytotoxic;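 note: potency is the fitted concentration of half-maximal effect; 0% = DMSO wells and -100% = cell-free medium wells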
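Knockdown cells (IDH1KD HT-1080) received compounds 2 h after plating at 750 cells/well and were kept 48 h at 37 °C in 5% FBS RPMI. A CellTiter-Glo luminescence read gave % activity for curve fitting.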
The depositor's hits bear a star; ? = inconclusive; . = no result given; & = joins results of further samples; [ ] = dose if it differs, or a comment. Unless noted, calls come from the whole dose curve; as a rule, active = well fitted curve in the direction sought with a large enough effect; inconclusive = small, poorly fitted or top-dose-only effect, or another doubt; inactive = no such curve, though single readings can be large; an effect the other way counts as inactive or inconclusive.

SMILES	GLP-1R agonist	D3 ag	SW480 rerep	KB-V1 MDR tox	HT1080NT lethal	DRD3 antagonist	KB-3-1 cytotox	IL-1B inflam inh	HT1080 IDH1KD tx
CCCCCC[N+](C)(C)CCSSCC[N+](C)(C)CCCCCC	-6%	-6	-4%	-5%	11%	31	4%	-11	1%
Cc1ccc(C(=O)Oc2c(S(=O)(=O)c3ccccc3)c(C)nn2-c2ccccc2)cc1	-2%	1	.	?	.	.	12%	.	.
COCc1cc(C)nc(SCC(=O)c2ccc(O)c(O)c2)c1C#N	19%	6	-6%	-8%	?	-6	-8%	32	?
Cc1ccc(C(=O)NCC2CCCN2S(=O)(=O)c2ccc(C)cc2)cc1 (configuration not stated)	13%	7	-64%[inhibitor]	-12%	-22%	-15	-5%	-14	-23%
O=C(N/N=C/c1ccccc1O)C1SCCCS1	13%	6	?	-21%	?	5	?	226	16µM*
CCNc1c(N)c(=O)oc2ccccc12	-19%	4	-8%	-8%	-3%	?	3%	0	-2%
CCCCN(C(=O)c1cc2ccccc2o1)c1c(N)n(CCCC)c(=O)[nH]c1=O	6%	-1	-2%	19%	-6%	-1	1%	-1	2%
COc1cc([C@@H]2c3cc4c(cc3[C@@H](O)[C@H]3COC(=O)[C@H]23)OCO4)cc(OC)c1O[Si](C)(C)C(C)(C)C	-11%	3	-7%	?	?	3	5.8µM*	-88*	?
O=C(CCNS(=O)(=O)c1ccc(Br)s1)NCc1ccc(F)cc1	11%	-4	-13%	7%	11%	1	6%	1	-1%
CC(C)C(NS(=O)(=O)c1cccc2nsnc12)C(=O)NCc1ccco1 (configuration not stated)	-3%	2	-2%	0%	8%	-13	8%	1	5%
CCOc1ccc(N(CC)S(=O)(=O)c2c(C)[nH]c(=O)[nH]c2=O)cc1	4%	-11	-6%	26%	17%	-6	14%	-6	14%
CCOc1ccc(NC(=O)C2CCC(CNc3c(N4CCCCC4)c(=O)c3=O)CC2)cc1 (configuration not stated)	7%	0	-4%	21%	-5%	-5	-5%	?	-10%
O=c1c2sc3ccccc3c2n(Cc2cccc(C(F)(F)F)c2)c(=O)n1-c1ccccc1	-2%	0	.	13%	.	.	-4%	.	.
CCC(C)c1ccc(NC(=S)NCc2ccccn2)cc1 (configuration not stated)	17%	-1	?	?	-7%	0	-20%	11	-18%
Cc1cccc(C)c1NC(=O)CN(C)C(=O)c1ccc(-c2cccc(C(F)(F)F)c2)o1	29%	-2	4.1µM*	0%	-8%	-5	2%	-1	-1%
COC(=O)c1cc(Cl)c(NC(=O)c2cc3ccccc3o2)cc1OC	-12%	15	1%	3%	23%	40	9%	18	22%
NNC(=O)c1[nH]c2ccc(Br)cc2c1-c1ccccc1	11%	3	?	?	9.2µM*	-7	?	14	15µM*
CNC(=O)CN1C(=O)CSc2ncccc21	-1%	1	-1%	29%	0%	22	13%	4	2%
CCOc1ccc(N2CC(C(=O)Nc3ccccc3OC)CC2=O)cc1 (configuration not stated)	-4%	-8	-1%	-13%	17%	0	-14%	-5	-3%
O=C(CNC(=O)c1ccccc1F)OCC(=O)N1CCCCC1	6%	1	-2%	?	10%	-3	9%	5	22%
Cc1ccc(NC(=O)CSc2nnc(C3CC3)n2CC2CCCO2)c(C)c1 (configuration not stated)	16%	-6	-7%	-5%	?	-3	-3%	-8	19%
COc1ccc(COC(=O)N/N=C(\C)CC(=O)Nc2ccc(Cl)cn2)cc1	3%	-2	-2%	20%	0%	9	-5%	-2	-4%
CCOc1ccc(N(CC(=O)NCCOc2ccc(C)cc2)S(=O)(=O)c2ccccc2)cc1	-2%	3	4%	?	-23%	5	1%	6	-29%
CCc1ccc(C(=O)COC(=O)C(CCSC)NC(=O)c2ccccc2)cc1 (configuration not stated)	9%	1	-2%	0%	0%	12	4%	11	-2%
CCOc1ccccc1C1CC(c2ccc(Br)cc2)Nc2nc(N)nn21 (configuration not stated)	8%	-2	-5%	13%	-14%	-12	-6%	-28	0%
Cc1cc(C)nc(N2CCC(C(=O)NCCc3ccccc3)CC2)n1	-8%	2	-5%	?	0%	-17	-1%	51	10%
Cc1cc(Oc2ccccc2)nc(-c2ccccc2)n1	3%	3	-8%	1%	-1%	-21	1%	10	0%
COc1cccc(C(=O)Nc2ccc3c(c2)n(C)c(=O)n3C)c1	28%	-10	-10%	-14%	-5%	11	0%	13	-2%
O=C(CN1C(=O)C(=O)N(Cc2ccco2)C1=O)Nc1ccc(F)c(F)c1F	-8%	-3	20%	?	-2%	1	17%	16	-1%
C1=CC(c2cc3ccccc3o2)OC(CCc2ccccc2)C1 (configuration not stated)	1%	-18	-31%[inhibitor][9.22 µM]	-3%	-4%	-5	-11%	35	-8%
CCC(=O)c1ccc(N2CCN(C(=O)c3ccccc3F)CC2)c(F)c1	12%	9	22%	-12%	-2%	5	-5%	0	-1%
CCCCn1c(SCC(=O)NCc2cccs2)nc2c1c(=O)n(C)c(=O)n2C	3%	-3	-6%	9%	7%	13	0%	30	1%
CCOC(=O)C1CCCN(C(=O)c2ccc(OC(C)=O)cc2)C1 (configuration not stated)	-5%	-1	0%	16%	1%	21	8%	26	2%
CCOc1ccccc1NC(=O)COC(=O)c1c(CC)noc1C	8%	-15	4%	?	-16%	-17	10%	11	-5%
Cc1ccccc1OCC(=O)OCC(=O)NC1CCCC1	5%	1	.	15%	9%	-1	0%	13	8%
CCOC(=O)C1=C(C)NC(=O)NC1c1ccc(-c2ccccc2F)o1 (configuration not stated)	2%	8	5%	?	4%	4	-6%	5	-1%
Cc1cc2c(cc1C)NC(CC(=O)Nc1ccccc1)C(=O)N2 (configuration not stated)	-1%	-11	.	0%	.	.	6%	.	.
CCOC(=O)CSc1nc(N2CCOCC2)c2c(c1C#N)CC(C)(C)N(C)C2	2%	-6	7%	?	-7%	?	6%	-29	1%
CNC(=O)c1ccc(-c2cc(C(F)(F)F)nn2C)s1	1%	-9	1%	-8%	7%	-3	-4%	-3	6%
Cc1cccc(OCC(=O)NC(Cc2c[nH]c3ccccc23)C(=O)O)c1C (configuration not stated)	2%	-15&8	4%	11%&-5%	-1%	-11	-2%&8%	18	2%

Looked up above.
O=C(CCNS(=O)(=O)c1ccc(Br)s1)NCc1ccc(F)cc1 in GLP-1R agonist is entered as 11%
CCOC(=O)CSc1nc(N2CCOCC2)c2c(c1C#N)CC(C)(C)N(C)C2 in SW480 rerep is entered as 7%

Continued:
SMILES	GLP-1R agonist	D3 ag	SW480 rerep	KB-V1 MDR tox	HT1080NT lethal	DRD3 antagonist	KB-3-1 cytotox	IL-1B inflam inh	HT1080 IDH1KD tx
Cc1ccc(-c2cc(C(=O)N3CCc4ccccc4C3)no2)cc1	-4%	2	0%	-3%	18%	23	-2%	-3	22%
CN(C)S(=O)(=O)c1cccc(C(=O)OCC(=O)NC2CCCc3ccccc32)c1 (configuration not stated)	5%	-1	2%	11%	8%	8	24%	27	19%
CC(CS(=O)(=O)c1ccc2c(c1)NC(=O)CS2)C(=O)NCc1ccccc1Cl (configuration not stated)	3%	2	1%	-4%	5%	0	1%	6	-5%
C=C(C)COc1ccc2c(C)c(CCC(=O)NC3CC3)c(=O)oc2c1	6%	7	-12%	-19%	1%	11	6%	-11	-5%
COc1ccc(NC(=O)CSc2nnc(C)n2C2CC2)cc1S(=O)(=O)N1CCOCC1	-3%	-1	-7%	?	9%	-1	0%	2	2%
COc1cccc(C(=O)COC(=O)c2ccc(NC(=O)c3ccccc3)cc2)c1	0%	4	0%[9.22 µM]	-8%	-26%	13	3%	-1	-19%
O=C(CSc1ccc2nnc(-c3cccnc3)n2n1)N1CCOCC1	9%	3	-13%	19%	-3%	22	26%	-16	-1%
COC(=O)c1cc(-c2ccc3c(c2)OCO3)nc2ccccc12	13%	-3	19%	-3%	-17%	15	-8%	10	-6%
Cc1ccc(NC(=O)C/C(N)=N/O)cc1C	1%	-6	-2%	-2%	2%	-16	4%	-2	7%
CS(=O)(=O)Nn1cnc2ccccc2c1=O	-10%	-2	-5%	5%	16%	-22	-3%	-9	9%
CCOC(=O)n1c(=O)[nH]c2ccc(Br)cc21	20%	2	-6%	-19%	18%	1	16%	0	12%

Grouped by structure: the compounds so far containing an aryl methoxy group
SMILES	GLP-1R agonist	D3 ag	SW480 rerep	KB-V1 MDR tox	HT1080NT lethal	DRD3 antagonist	KB-3-1 cytotox	IL-1B inflam inh	HT1080 IDH1KD tx
COc1cc([C@@H]2c3cc4c(cc3[C@@H](O)[C@H]3COC(=O)[C@H]23)OCO4)cc(OC)c1O[Si](C)(C)C(C)(C)C	-11%	3	-7%	?	?	3	5.8µM*	-88*	?
COC(=O)c1cc(Cl)c(NC(=O)c2cc3ccccc3o2)cc1OC	-12%	15	1%	3%	23%	40	9%	18	22%
CCOc1ccc(N2CC(C(=O)Nc3ccccc3OC)CC2=O)cc1 (configuration not stated)	-4%	-8	-1%	-13%	17%	0	-14%	-5	-3%
COc1ccc(COC(=O)N/N=C(\C)CC(=O)Nc2ccc(Cl)cn2)cc1	3%	-2	-2%	20%	0%	9	-5%	-2	-4%
COc1cccc(C(=O)Nc2ccc3c(c2)n(C)c(=O)n3C)c1	28%	-10	-10%	-14%	-5%	11	0%	13	-2%
COc1ccc(NC(=O)CSc2nnc(C)n2C2CC2)cc1S(=O)(=O)N1CCOCC1	-3%	-1	-7%	?	9%	-1	0%	2	2%
COc1cccc(C(=O)COC(=O)c2ccc(NC(=O)c3ccccc3)cc2)c1	0%	4	0%[9.22 µM]	-8%	-26%	13	3%	-1	-19%

High-throughput results: PubChem, National Center for Advancing Translational Sciences (NCATS)

Compounds as they come; overall some 12% were active at least once.
